TEAD-YAP inh = TEAD-YAP interaction inhibition | HEK-TIYL cells, TEAD-Gal4/YAP UAS-luciferase luminescence | inhibition, % at 9.12 µM | 1.4% of 640,000 active | AID 1259422; in the data active = inhibition above about 32%;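 note: 0% = median of test compound wells and 100% = reference inhibitor wells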
GPR151 activ = activates the human receptor GPR151; AID 1508602; PathHunter beta-arrestin GPR151 cells, luminescence; activation, % at 11.2 µM; 1% of 650,000 active; in the data active = activation above about 4.9%;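 note: 0% = median of compound wells and 100% = cells with positive control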
Target sequence (Q8TDV0 whole entry, looked up): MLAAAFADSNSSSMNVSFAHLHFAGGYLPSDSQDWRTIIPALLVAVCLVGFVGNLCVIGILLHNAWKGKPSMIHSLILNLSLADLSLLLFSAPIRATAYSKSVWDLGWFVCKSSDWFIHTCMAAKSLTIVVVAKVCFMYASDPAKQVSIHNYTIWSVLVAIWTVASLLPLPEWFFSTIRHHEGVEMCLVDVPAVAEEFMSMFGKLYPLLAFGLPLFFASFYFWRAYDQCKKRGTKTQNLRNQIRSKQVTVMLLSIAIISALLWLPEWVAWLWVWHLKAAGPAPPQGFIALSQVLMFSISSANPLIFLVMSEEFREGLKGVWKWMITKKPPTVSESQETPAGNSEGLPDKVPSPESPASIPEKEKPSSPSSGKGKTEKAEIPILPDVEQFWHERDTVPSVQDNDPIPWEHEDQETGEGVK
MITF primary = human MITF inhibition, primary screen; AlphaScreen MITF homodimerization, bead proximity signal; inhibition, % at 2.6 µM; 0.91% of 650,000 active; in the data active = inhibition above about 50%;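 note: 0% = vehicle wells with protein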
Target sequence (O75030 whole entry, looked up): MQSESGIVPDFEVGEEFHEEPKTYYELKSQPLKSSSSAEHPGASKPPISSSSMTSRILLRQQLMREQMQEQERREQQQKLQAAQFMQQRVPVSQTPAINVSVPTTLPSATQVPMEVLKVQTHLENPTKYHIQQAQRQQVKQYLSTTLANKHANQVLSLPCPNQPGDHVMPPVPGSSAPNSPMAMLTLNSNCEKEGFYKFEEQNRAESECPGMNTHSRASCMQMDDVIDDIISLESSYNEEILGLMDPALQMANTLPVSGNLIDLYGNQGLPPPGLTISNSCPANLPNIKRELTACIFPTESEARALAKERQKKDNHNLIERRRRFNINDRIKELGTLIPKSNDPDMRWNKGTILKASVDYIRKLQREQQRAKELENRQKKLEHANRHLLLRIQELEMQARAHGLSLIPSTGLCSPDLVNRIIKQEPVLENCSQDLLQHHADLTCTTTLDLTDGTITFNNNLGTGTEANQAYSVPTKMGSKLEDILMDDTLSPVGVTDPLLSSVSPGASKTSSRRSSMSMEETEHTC
FBW7 act = human FBW7 E3 ligase activation, primary screen. AlphaScreen FBW7–phospho-cyclin E peptide binding, activator screen. normalized activity (activation), % at 26.1 µM. 0.13% of 650,000 active. AID 1259310; in the data active = normalized activity above about 1.9%;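 note: purified mutant Fbw7 with reduced substrate affinity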
* marks the source's active call; other numbers are inactive results.

How did COc1cccc(C(=O)Nc2c3c(nn2-c2ccc(F)cc2)CS(=O)C3)c1 (centres undefined) do in these assays?
TEAD-YAP inh: -1.2; GPR151 activ: -0.2; MITF primary: -14.9; FBW7 act: -0.1

How did O=C(Cc1ccc(Br)cc1)NCc1ccncc1 do in these assays?
TEAD-YAP inh: -9.5; GPR151 activ: -0.1; MITF primary: 9.9; FBW7 act: 0.1

What do the screens show for `Cc1cnc(-c2ccc(C(=O)NC3CC3)cc2)nc1NCCCN1CCCC1=O`?
TEAD-YAP inh: 3.7; GPR151 activ: 5.2*; MITF primary: 10.6; FBW7 act: -0.1

Results for Cc1cccnc1C(c1ccc(F)cc1)N(C)C(=O)C1CCN(C(=O)N2CCCC2)CC1 (centres undefined) ?
TEAD-YAP inh: 13.0; GPR151 activ: 0.4; MITF primary: -3.8; FBW7 act: 0.1

Results for O=C(NCc1ccccc1)C1CC(=O)N(c2ccc(Cl)cc2)C1 (centres undefined) ?
TEAD-YAP inh: 1.8; GPR151 activ: 1.3; MITF primary: 3.1; FBW7 act: 0.1

How did COC(=O)c1cc(C)sc1NC(=O)Cc1ccc([N+](=O)[O-])cc1 do in these assays?
TEAD-YAP inh: 0.1; GPR151 activ: 2.0; MITF primary: -2.1; FBW7 act: 0.1

What do the screens show for `CCOC(=O)c1sc2nc3c(C)cc(C)cc3cc2c1N`?
TEAD-YAP inh: -77.0; GPR151 activ: 1.0; MITF primary: 1.0; FBW7 act: 0.1

Results for CCOCCCNS(=O)(=O)c1ccc(NC(=O)CSCc2ccccc2)cc1 ?
TEAD-YAP inh: -4.8; GPR151 activ: 0.4; MITF primary: -3.0; FBW7 act: 0.0

How did COC(=O)C1=C(C(=O)OC)SC2(S1)C(C(=O)OC)=C(C(=O)OC)SC1=C2c2cc(C)cc(C)c2N(C(C)=O)C1(C)C do in these assays?
TEAD-YAP inh: -1.2; GPR151 activ: -0.9; MITF primary: -3.1; FBW7 act: 0.0

How did CCCCN(C)C(=O)C1CC(Cc2cccc(OC)c2)=NO1 (centres undefined) do in these assays?
TEAD-YAP inh: -22.4; GPR151 activ: 0.5; MITF primary: -3.0; FBW7 act: 0.2

What do the screens show for `COc1ccc(N2CCN(c3cc(Nc4ccc5c(c4)OCCO5)c4c5c(onc35)-c3ccccc3C4=O)CC2)cc1`?
TEAD-YAP inh: -8.6; GPR151 activ: 3.4; MITF primary: -7.4; FBW7 act: -0.1

Results for COc1ccc(CCNC(=O)c2ccccc2N(C)S(=O)(=O)c2ccccc2)cc1 ?
TEAD-YAP inh: 0.2; GPR151 activ: -1.1; MITF primary: -8.8; FBW7 act: -0.1

Results for Cc1ccc(NC(=O)COC(=O)c2cccc(C)c2)cc1 ?
TEAD-YAP inh: 8.2; GPR151 activ: 2.0; MITF primary: -27.1; FBW7 act: 0.3

Results for COc1ccc(NC(=O)C(C)Oc2cc(C)cc(C)c2)cc1 (centres undefined) ?
TEAD-YAP inh: 15.9; GPR151 activ: -1.2; MITF primary: 5.7; FBW7 act: 0.5

How did Cc1ccc(C(=O)Nc2ccccc2-c2nnn(CC(N)=O)n2)cc1 do in these assays?
TEAD-YAP inh: 13.1; GPR151 activ: 1.0; MITF primary: 10.3; FBW7 act: 0.2

Results for CC1CCCCN1C(=O)c1cc2sccc2n1C (centres undefined) ?
TEAD-YAP inh: 11.2; GPR151 activ: 0.3; MITF primary: -1.5; FBW7 act: -0.1

How did CCOC(=O)C(C(=O)OCC)c1ccc2cccc(O)c2n1 do in these assays?
TEAD-YAP inh: 16.1; GPR151 activ: 2.4; MITF primary: -8.4; FBW7 act: 0.2

How did COc1ccccc1NC(=O)C1=C(C)NC(=O)NC1c1cccc(Br)c1 (centres undefined) do in these assays?
TEAD-YAP inh: -11.4; GPR151 activ: -1.0; MITF primary: -16.4; FBW7 act: 0.1

Results for NS(=O)(=O)c1ccc2nc(NC(=O)Cc3ccccc3)sc2c1 ?
TEAD-YAP inh: -15.8; GPR151 activ: -1.5; MITF primary: -0.9; FBW7 act: -0.1

How did COC(=O)c1ccc(C2OCC(C)(C)CO2)cc1 do in these assays?
TEAD-YAP inh: -40.0; GPR151 activ: 1.5; MITF primary: 2.7; FBW7 act: -0.1

What do the screens show for `CCN(CC)CCNCC(=O)Nc1ccc2c(c1)OCO2`?
TEAD-YAP inh: 5.1; GPR151 activ: -0.6; MITF primary: 48.3; FBW7 act: 0.0

Results for CCCN(CCC)C(=O)Cn1cnc2scc(-c3ccccc3)c2c1=O ?
TEAD-YAP inh: -0.8; GPR151 activ: -1.3; MITF primary: 0.7; FBW7 act: 0.5

How did Cc1cc(N2C(=O)NC(=O)/C(=C\c3cccc(O)c3)C2=O)ccc1Br do in these assays?
TEAD-YAP inh: -4.9; GPR151 activ: -0.4; MITF primary: 15.8; FBW7 act: -0.1

What do the screens show for `Cc1ccc(C(c2sc3ncnn3c2O)N2CCN(CCO)CC2)cc1` (centres undefined)?
TEAD-YAP inh: 9.7; GPR151 activ: -0.6; MITF primary: 10.2; FBW7 act: -0.1

How did C/C(=N/NC(=O)Cc1ccccc1)c1ccccc1 do in these assays?
TEAD-YAP inh: -18.7; GPR151 activ: -1.2; MITF primary: -3.5; FBW7 act: 1.0

Results for Cn1c(=O)c2c(nc(SC3=NCCS3)n2Cc2ccccc2F)n(C)c1=O ?
TEAD-YAP inh: 2.4; GPR151 activ: 1.0; MITF primary: 10.7; FBW7 act: 0.3

Results for CCOC(=O)c1cnc2c(OC)cccc2c1NCc1ccco1 ?
TEAD-YAP inh: 46.3*; GPR151 activ: -0.8; MITF primary: -5.4; FBW7 act: -0.1

Results for CCOc1ccc(-n2c(CNC(=O)c3cccc(OC)c3)nnc2SCC(=O)Nc2nccs2)cc1 ?
TEAD-YAP inh: -3.4; GPR151 activ: -0.6; MITF primary: -14.1; FBW7 act: 0.0

What do the screens show for `CCC(=NC(C)CCCN(CC)CC)c1c(O)[nH]c(=O)[nH]c1=O` (centres undefined)?
TEAD-YAP inh: -10.8; GPR151 activ: -0.2; MITF primary: 8.1; FBW7 act: 0.6

Results for Cc1nn(C)cc1-c1cc(C(=O)O)[nH]n1 ?
TEAD-YAP inh: -8.4; GPR151 activ: -0.9; MITF primary: 5.5; FBW7 act: 0.6

Results for COCCNc1nc(-c2cccc(N(C)C)c2)ccc1C(=O)N1CCN(C)CC1 ?
TEAD-YAP inh: -4.5; GPR151 activ: 0.5; MITF primary: -6.9; FBW7 act: 0.0

What do the screens show for `O=C(N/N=C/c1ccc(N2CCCCC2)o1)c1ccco1`?
TEAD-YAP inh: -33.9; GPR151 activ: -0.7; MITF primary: 5.6; FBW7 act: 0.0

How did CN(Cc1cccc(OC2CCN(C(=O)/C=C/c3cccc(F)c3)CC2)c1)Cc1ccon1 do in these assays?
TEAD-YAP inh: -4.2; GPR151 activ: 0.8; MITF primary: 15.2; FBW7 act: -0.1

What do the screens show for `Cc1cc(C)c(N2C(=O)c3ccc(C(=O)NN4C(=O)c5ccccc5C4=O)cc3C2=O)c(C)c1`?
TEAD-YAP inh: -0.8; GPR151 activ: -1.1; MITF primary: 10.2; FBW7 act: 0.3

How did CCCNc1ncnc2nc(Nc3ccccc3)[nH]c12 do in these assays?
TEAD-YAP inh: -7.2; GPR151 activ: -1.8; MITF primary: 0.9; FBW7 act: -0.1

Results for CCCCOc1ccc(/C=C/C(=O)O)cc1OCC ?
TEAD-YAP inh: 4.2; GPR151 activ: 0.0; MITF primary: -5.1; FBW7 act: -0.1

Taken from the entries so far for reference:
How did C/C(=N/NC(=O)Cc1ccccc1)c1ccccc1 do in these assays?
TEAD-YAP inh: -18.7; GPR151 activ: -1.2; MITF primary: -3.5; FBW7 act: 1.0

Results for Cn1c(=O)c2c(nc(SC3=NCCS3)n2Cc2ccccc2F)n(C)c1=O ?
TEAD-YAP inh: 2.4; GPR151 activ: 1.0; MITF primary: 10.7; FBW7 act: 0.3

Results for CCOC(=O)c1cnc2c(OC)cccc2c1NCc1ccco1 ?
TEAD-YAP inh: 46.3*; GPR151 activ: -0.8; MITF primary: -5.4; FBW7 act: -0.1

Results for CCOc1ccc(-n2c(CNC(=O)c3cccc(OC)c3)nnc2SCC(=O)Nc2nccs2)cc1 ?
TEAD-YAP inh: -3.4; GPR151 activ: -0.6; MITF primary: -14.1; FBW7 act: 0.0

What do the screens show for `CCC(=NC(C)CCCN(CC)CC)c1c(O)[nH]c(=O)[nH]c1=O` (centres undefined)?
TEAD-YAP inh: -10.8; GPR151 activ: -0.2; MITF primary: 8.1; FBW7 act: 0.6

New compounds follow.
What do the screens show for `CC(=O)c1ccc(-c2nnc(CCC(=O)NCCCc3ccccc3)o2)s1`?
TEAD-YAP inh: 16.0; GPR151 activ: 0.6; MITF primary: 10.4; FBW7 act: -0.1

What do the screens show for `NC(=O)NC(=O)c1c(NC(=O)c2ccc(-c3ccccc3)cc2)sc2c1CCC2`?
TEAD-YAP inh: 2.2; GPR151 activ: 1.3; MITF primary: -3.8; FBW7 act: -0.1

What do the screens show for `Cc1ccc2c(c1)nnn2C1CCN(CC(=O)Nc2ccccc2[N+](=O)[O-])CC1`?
TEAD-YAP inh: 6.4; GPR151 activ: 0.1; MITF primary: 21.5; FBW7 act: 0.0

What do the screens show for `C/C(=N\NC(=O)Cc1cccn1C)c1cccc(Br)c1`?
TEAD-YAP inh: 1.5; GPR151 activ: 1.6; MITF primary: -13.3; FBW7 act: -0.1

How did CCC(Sc1nc2cc3c(cc2c(=O)n1CCCC(=O)NCc1ccc(OC)cc1)OCO3)C(=O)Nc1ccccc1OC (centres undefined) do in these assays?
TEAD-YAP inh: 0.2; GPR151 activ: -0.8; MITF primary: -0.9; FBW7 act: 0.0

Results for CCOC(=O)c1[nH]c2c(c1C)C(=O)CC(c1cccs1)C2 (centres undefined) ?
TEAD-YAP inh: 52.4*; GPR151 activ: 0.4; MITF primary: 2.3; FBW7 act: -0.2

How did COc1cccc(OC)c1C(=O)N1CCc2cccc(S(=O)(=O)N(C)C)c21 do in these assays?
TEAD-YAP inh: 1.6; GPR151 activ: 0.6; MITF primary: 4.3; FBW7 act: 0.1

Results for CCCCn1c(CNC(=O)c2cccc(F)c2)nnc1SC(C)C(=O)Nc1sc2c(c1C(=O)OCC)CCCC2 (centres undefined) ?
TEAD-YAP inh: -2.2; GPR151 activ: 0.4; MITF primary: -2.9; FBW7 act: 0.0

What do the screens show for `Nc1c(C(=O)NCCc2ccccc2)nnn1Cc1ccc(Cl)cc1`?
TEAD-YAP inh: 4.0; GPR151 activ: -0.3; MITF primary: 10.6; FBW7 act: -0.1

How did CCOC(=O)C1=C(C)N=c2s/c(=C/c3ccncc3)c(=O)n2C1c1ccccc1 (centres undefined) do in these assays?
TEAD-YAP inh: 5.6; GPR151 activ: 0.6; MITF primary: 3.9; FBW7 act: -0.1

What do the screens show for `c1ccc(CNc2nc3nonc3nc2N2CCCC(OCc3cccnc3)C2)cc1` (centres undefined)?
TEAD-YAP inh: -11.2; GPR151 activ: 1.8; MITF primary: 10.8; FBW7 act: 0.1

Results for CCCNC(=O)C(C)n1c2ccccc2c2cn[nH]c(=O)c21 (centres undefined) ?
TEAD-YAP inh: 3.7; GPR151 activ: 1.1; MITF primary: -7.0; FBW7 act: -0.1

What do the screens show for `Cc1ccccc1NC(=O)/C(C#N)=C/c1ccsc1`?
TEAD-YAP inh: -4.3; GPR151 activ: 1.9; MITF primary: 13.7; FBW7 act: 0.0

How did Cc1cccc(NC(=O)CN2C(=O)S/C(=C\c3ccc(O)cc3)C2=O)c1 do in these assays?
TEAD-YAP inh: 6.2; GPR151 activ: 0.6; MITF primary: 2.5; FBW7 act: -0.2

How did O=C(O)[C@H]1CCCC[C@H]1C(=O)Nc1ccc(S(=O)(=O)N2CCCCC2)cc1 do in these assays?
TEAD-YAP inh: 4.2; GPR151 activ: -0.3; MITF primary: 25.1; FBW7 act: 0.3

How did Cc1cc(-c2cnc(N3CCCCC3)nc2C2CCN(C(=O)c3cncc(O)c3)CC2)on1 do in these assays?
TEAD-YAP inh: -11.4; GPR151 activ: 0.8; MITF primary: 12.4; FBW7 act: -0.1

How did CC(C)OC(=O)CN1CCN(c2ccc(F)cc2)CC1 do in these assays?
TEAD-YAP inh: -4.3; GPR151 activ: 3.5; MITF primary: 3.3; FBW7 act: 0.2

What do the screens show for `CC(=O)c1cc(C(=O)N2CCCC(CNS(=O)(=O)c3cccs3)C2)cs1` (centres undefined)?
TEAD-YAP inh: 19.3; GPR151 activ: -0.2; MITF primary: -2.4; FBW7 act: 0.1

Results for Cc1ccc2c(c1)C(c1ccc(F)cc1)N(C(=O)c1ccco1)CC(=O)N2 (centres undefined) ?
TEAD-YAP inh: 7.4; GPR151 activ: 0.2; MITF primary: -1.2; FBW7 act: 0.0

What do the screens show for `Cc1ccc(-c2csc(NC(=O)Nc3ccccc3)n2)cc1`?
TEAD-YAP inh: 6.1; GPR151 activ: 1.1; MITF primary: -7.0; FBW7 act: -0.1

What do the screens show for `CCOc1ccc(NC(=O)c2ccc(=O)n(Cc3cccc(F)c3)c2)cc1`?
TEAD-YAP inh: -6.4; GPR151 activ: -1.2; MITF primary: 5.0; FBW7 act: 0.0

How did Oc1c(Br)cc2oc3c(c2c1/C=N/c1ncn[nH]1)CCCC3 do in these assays?
TEAD-YAP inh: -0.2; GPR151 activ: 0.8; MITF primary: -1.8; FBW7 act: 0.0

What do the screens show for `O=C(Nc1ccc2c(c1)OCO2)N1CCN(c2cc(-n3cccn3)ncn2)CC1`?
TEAD-YAP inh: -29.4; GPR151 activ: -0.4; MITF primary: 2.2; FBW7 act: 0.0

What do the screens show for `COC(C(=O)NNC(=O)CCc1ccccc1)c1ccccc1` (centres undefined)?
TEAD-YAP inh: 0.1; GPR151 activ: -1.0; MITF primary: 10.6; FBW7 act: -0.1

How did Cc1c(Cl)cccc1NC(=O)COc1ccc(C(C)(C)CC(C)(C)C)cc1 do in these assays?
TEAD-YAP inh: 7.0; GPR151 activ: -1.8; MITF primary: -6.9; FBW7 act: 0.0
